Insulin prom up = MIN6 insulin promoter up-regulation; z-score at 5 µM; MIN6 insulin promoter-GFP reporter, high-content imaging; active compounds read high; 0.3% of 190,000 active;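 active = z-score above 3 at 5 µM with at least 500 cells counted in the well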
PMI inhibitors = inhibitors of human PMI, primary screen, biochemical, fluorescence intensity, coupled assay (AID 1209). purified PMI enzyme, coupled fluorescence intensity; higher % means a stronger effect. one-dose inhibition, % at 20 µM; IC50 in µM for titrated hits. 0.42% of 190,000 active; in the data active = inhibition above about 50%;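 note: plate controls were DMSO vehicle for no effect and wells lacking substrate for full effect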
T cell HTS = T cell immune modulators affecting CD8 T cell-vesicle binding; 2C CD8+ T cell-vesicle binding, flow cytometry; active compounds read low; calls only at 7 µM; 0.068% of 330,000 active;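 active = response, share of CD8 T cells binding vesicles, and their 90th percentile fluorescence all below set limits, cut at about 80% in these data, passing the limit was not always enough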
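Assay system – 2C mouse CD8+ T cells · Also added – QL9-loaded Drosophila micro-vesicles · Timing – Cell–vesicle co-incubation 1.5 h at 37 °C, staining 20 min on ice · Signal – flow cytometry of vesicle-bound cells · Measure – percent CD8+ FL2 mean versus row control · Controls – Peptide-free naked vesicles (low) and QL9 vesicles with 0.7% DMSO vehicle (high)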
Myeloid diff MLP = myeloid differentiation induction; ER-HoxA9 myeloid progenitors, lysozyme-GFP differentiation, flow cytometry; calls only at 10 µM; 1% of 360,000 active; AID 624256;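 active = normalized GFP-positive differentiation at or above the plate's own cutoff, the solvent-only control mean plus 3 SD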;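 note: cells exposed to compound for four days before flow analysis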
b-catenin transl = beta-catenin nuclear translocation modulation; HeLa beta-catenin nuclear translocation, immunofluorescence imaging; nuclear translocation activity, % at 5 µM; 0.3% of 190,000 active;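 active = nuclear translocation activity above 50% at 5 µM, with a well cell count of 50 or more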;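 note: per-cell ratio of nuclear to cytoplasmic median beta-catenin stain intensity; plate controls were DMSO negative control for no effect and GSK-3 inhibitor IX positive control for full effect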
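Assay system: human HeLa cells, native beta-catenin; doses: 5 µM primary, 0.02–20 µM confirmation; incubation: compound treatment 24 h, 37°C, 5% CO2; technique: fluorescence imaging of beta-catenin antibody stain plus DAPI; measure: % activation, nuclear-to-cytoplasmic median beta-catenin signal ratio per cell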
MT stabilizer = microtubule stabilization, imaging screen | % tubulin-high responders, % at 10 µM | AID 2205 | 0.83% of 200,000 active | HeLa tubulin immunostaining HCS, 24 h; share of cells brighter than vehicle mean+2SD;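 active = plate Z-score above 3 for both tubulin-high and condensed-nucleus cell shares, with cell loss under 80%, at 10 µM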;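 note: anti alpha tubulin signal scored within the nucleus-defined area of each cell; some results filed as inactive read as strong as hits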
Dynein transport = dynein cargo transport inhibition; 3617.4 mouse cells, GR-EGFP nuclear translocation imaging; test concentration mostly 20 µM; stimulated with dexamethasone, 1 µM; active compounds read low; z-score, hits read low; 0.47% of 220,000 active; AID 1381;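 active = plate z-score of nuclear minus cytoplasmic receptor signal below a set negative limit, without overly bright fluorescence or cell loss, cut at about -3.5 in these data, passing the limit was not always enough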;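 note: z-score of nuclear minus cytoplasmic ring GR-EGFP intensity difference per well; some compounds called inactive have numbers as strong as hits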
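Medium: Induction medium lacking tetracycline, stripped serum | Probe or stimulus: 1.0 µM final dexamethasone stimulus | Schedule: 48 h induction, then 1 h compound, then 30 min agonist, 37 °C | Signal: Automated 10x imaging of fixed Hoechst-stained cells | Evaluation: Per-cell GR-EGFP intensity, nucleus versus surrounding cytoplasmic ring, well-averaged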
Lipid droplet = hepatic lipid droplet formation modulation; 0.4% of 240,000 active; AML12 mouse hepatocytes, oleate lipid droplets, BODIPY imaging; inhibition, % at 6.5 µM;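 active = lipid droplet intensity inhibited by at least 50%, with more than 500 cells counted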
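Assay system: AML12 hepatocytes (mouse) / Also added: 100 µM oleic acid challenge / Times: overnight treatment with compound plus oleate / Detection: high-content imaging of BODIPY-stained droplets and DAPI nuclei / Evaluation: % inhibition of lipid droplet signal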
TNAP activation fold = stimulation of alkaline phosphatase TNAP activity – biochemical, luminescent, no phosphate acceptor, uHTS, primary screen (AID 1001). purified TNAP, luminescent activation assay, no phosphate acceptor; higher activation fold means a stronger effect. 0.03% of 200,000 active. activation fold at 20 µM, or EC50 in µM where a hit was titrated; in the data active = activation fold from about 3, or a potency from the dose series; inactive = the rest, 99 in 100 with activation fold below about 1.6; note: many of its hits are not listed in these tables
Dynein transport cytoplasmic EGFP = further read-out of Dynein transport, marked with its call; z-score; measured here: cytoplasmic GR-EGFP intensity; active compounds read high
Dynein transport nuclear GR-EGFP = second read-out of Dynein transport, no call of its own (marks repeat the call); z-score; measured here: nuclear GR-EGFP intensity;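 lower value marks the stronger effect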
Dynein transport cell count = recorded beside Dynein transport, whose call it bears; z-score; measured here: cell count per field
Insulin prom up cell count = further read-out of Insulin prom up, marked with its call; cell count; measured here: cytotoxicity, nuclei count;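 total cells summed across four imaged fields per well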
Lipid droplet cells 6.5 µM = also measured in Lipid droplet; calls as there; cell count; measured here: cell count, cytotoxicity flag;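 cells counted across two imaged fields per well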
b-catenin transl cell count 5 µM = second read-out of b-catenin transl, no call of its own (marks repeat the call); cell count; measured here: cell count, cytotoxicity flag
T cell HTS vesicle-bound % = also measured in T cell HTS; calls as there; double positive events, %; measured here: CD8+ vesicle-bound cell fraction;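 binding gate set so that unloaded-vesicle control wells show 10% double positive cells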
MT stabilizer Hoechst-high % = also measured in MT stabilizer; calls as there; % Hoechst-high responders; measured here: nuclear condensation Hoechst responders;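 share of cells brighter than vehicle mean plus two SD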
MT stabilizer cytotoxicity % = second read-out of MT stabilizer, no call of its own (marks repeat the call); toxicity, %; measured here: cytotoxicity by cell density;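 0% = mean cell density of plate MIN control wells and 100% = no cells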
Myeloid diff MLP GFP+ MAC1+ % = second read-out of Myeloid diff MLP, no call of its own (marks repeat the call); GFP+ MAC1+ double positive, %; measured here: differentiation confirmed by MAC1 staining
* marks the source's active call; other numbers are inactive results.

How did COc1c2ccoc2c(OC[C@@H](O)C(C)(C)O)c2oc(=O)ccc12 do in these assays?
Insulin prom up: -0.42; PMI inhibitors: 12%; T cell HTS: inactive; Myeloid diff MLP: inactive; b-catenin transl: -2.7; MT stabilizer: 3.4; Dynein transport: 1.7; Lipid droplet: -2; TNAP activation fold: 1.1; Dynein transport cytoplasmic EGFP: -0.31; Dynein transport nuclear GR-EGFP: 1; Dynein transport cell count: 0.25; Insulin prom up cell count: 896; Lipid droplet cells 6.5 µM: 760; b-catenin transl cell count 5 µM: 511; T cell HTS vesicle-bound %: 37; MT stabilizer Hoechst-high %: 1.8; MT stabilizer cytotoxicity %: 2.9; Myeloid diff MLP GFP+ MAC1+ %: 0.8

Results for COc1ccc(C(=O)N2CCN=C2SC)cc1 ?
Insulin prom up: -0.42; PMI inhibitors: -15%; T cell HTS: inactive; b-catenin transl: 2.0; MT stabilizer: 4.1; Dynein transport: -0.17; Lipid droplet: -7; TNAP activation fold: 1.1; Dynein transport cytoplasmic EGFP: -0.23; Dynein transport nuclear GR-EGFP: -0.12; Dynein transport cell count: 0.41; Insulin prom up cell count: 1178; Lipid droplet cells 6.5 µM: 705; b-catenin transl cell count 5 µM: 1087; T cell HTS vesicle-bound %: 37; MT stabilizer Hoechst-high %: 2.8; MT stabilizer cytotoxicity %: 5.0

Results for c1cc(CNCC2CCCO2)ccn1 (stereo not drawn) ?
Insulin prom up: -0.36; PMI inhibitors: -1%; T cell HTS: inactive; Myeloid diff MLP: inactive; b-catenin transl: -1.0; MT stabilizer: 4.2; Dynein transport: -0.11; Lipid droplet: -2; TNAP activation fold: 1.1; Dynein transport cytoplasmic EGFP: -0.32; Dynein transport nuclear GR-EGFP: -0.14; Dynein transport cell count: 0.57; Insulin prom up cell count: 1024; Lipid droplet cells 6.5 µM: 728; b-catenin transl cell count 5 µM: 1125; T cell HTS vesicle-bound %: 60; MT stabilizer Hoechst-high %: 3.1; MT stabilizer cytotoxicity %: 2.7; Myeloid diff MLP GFP+ MAC1+ %: 0.2

What do the screens show for `COc1cc(C(=O)NNC(=O)c2ccoc2C)cc(OC)c1OC`?
Insulin prom up: -0.09; PMI inhibitors: -5%; T cell HTS: inactive; Myeloid diff MLP: inactive; b-catenin transl: -0.6; MT stabilizer: 1.3; Dynein transport: -1.2; Lipid droplet: -1; TNAP activation fold: 1.1; Dynein transport cytoplasmic EGFP: -0.29; Dynein transport nuclear GR-EGFP: -0.65; Dynein transport cell count: 0.78; Insulin prom up cell count: 1490; Lipid droplet cells 6.5 µM: 746; b-catenin transl cell count 5 µM: 1057; T cell HTS vesicle-bound %: 58; MT stabilizer Hoechst-high %: 1.2; MT stabilizer cytotoxicity %: 9.2; Myeloid diff MLP GFP+ MAC1+ %: 0.2

How did Cc1cccc(NC2SC(=O)N(c3ccccc3)C2=O)c1 (stereo not drawn) do in these assays?
Insulin prom up: 0.23; PMI inhibitors: 13%; T cell HTS: inactive; Myeloid diff MLP: inactive; b-catenin transl: 1.1; MT stabilizer: 2.8; Dynein transport: -0.79; Lipid droplet: 3; TNAP activation fold: 1.3; Dynein transport cytoplasmic EGFP: -0.088; Dynein transport nuclear GR-EGFP: -1; Dynein transport cell count: 0.35; Insulin prom up cell count: 1303; Lipid droplet cells 6.5 µM: 725; b-catenin transl cell count 5 µM: 909; T cell HTS vesicle-bound %: 17; MT stabilizer Hoechst-high %: 1.4; MT stabilizer cytotoxicity %: 3.4; Myeloid diff MLP GFP+ MAC1+ %: 1.7

What do the screens show for `CCC1CCCCN1CCCNC(=O)CC1Oc2ccc(C)cc2NC1=O` (stereo not drawn)?
Insulin prom up: 0.35; PMI inhibitors: 9%; T cell HTS: inactive; Myeloid diff MLP: inactive; b-catenin transl: 0.6; MT stabilizer: 4.0; Dynein transport: -0.39; Lipid droplet: -1; TNAP activation fold: 1.1; Dynein transport cytoplasmic EGFP: -0.0045; Dynein transport nuclear GR-EGFP: 0.05; Dynein transport cell count: 0.46; Insulin prom up cell count: 1817; Lipid droplet cells 6.5 µM: 530; b-catenin transl cell count 5 µM: 1015; T cell HTS vesicle-bound %: 37; MT stabilizer Hoechst-high %: 1.8; MT stabilizer cytotoxicity %: 12; Myeloid diff MLP GFP+ MAC1+ %: 3.6

Results for COC(=O)Cn1c(CCC(=O)O)ccc1-c1ccccc1 ?
Insulin prom up: -1.6; PMI inhibitors: 0%; T cell HTS: inactive; Myeloid diff MLP: inactive; MT stabilizer: 7.2; Dynein transport: -1; TNAP activation fold: 1.2; Dynein transport cytoplasmic EGFP: -0.24; Dynein transport nuclear GR-EGFP: -0.5; Dynein transport cell count: 0.68; Insulin prom up cell count: 931; T cell HTS vesicle-bound %: 58; MT stabilizer Hoechst-high %: 1.8; MT stabilizer cytotoxicity %: 9.7; Myeloid diff MLP GFP+ MAC1+ %: 1.4

How did Cc1cccc(OCC(=O)NCC(=O)N/N=C/c2cccs2)c1 do in these assays?
Insulin prom up: 0.45; PMI inhibitors: 18%; T cell HTS: inactive; Myeloid diff MLP: inactive; b-catenin transl: -0.5; MT stabilizer: 2.6; Dynein transport: -0.42; Lipid droplet: 20; TNAP activation fold: 1; Dynein transport cytoplasmic EGFP: 0.12; Dynein transport nuclear GR-EGFP: -0.26; Dynein transport cell count: 0.29; Insulin prom up cell count: 1309; Lipid droplet cells 6.5 µM: 517; b-catenin transl cell count 5 µM: 961; T cell HTS vesicle-bound %: 39; MT stabilizer Hoechst-high %: 2.4; MT stabilizer cytotoxicity %: 4.6; Myeloid diff MLP GFP+ MAC1+ %: 0.1

What do the screens show for `CCOC(=O)c1cccc(NC(=O)CSc2nnc(-c3ccoc3C)n2CC)c1`?
Insulin prom up: -0.8; PMI inhibitors: 12%; T cell HTS: inactive; Myeloid diff MLP: inactive; b-catenin transl: 1.8; MT stabilizer: 4.9; Dynein transport: -0.27; TNAP activation fold: 1.1; Dynein transport cytoplasmic EGFP: -0.2; Dynein transport nuclear GR-EGFP: 0.057; Dynein transport cell count: -0.18; Insulin prom up cell count: 1307; b-catenin transl cell count 5 µM: 1415; T cell HTS vesicle-bound %: 53; MT stabilizer Hoechst-high %: 1.9; MT stabilizer cytotoxicity %: 2.8; Myeloid diff MLP GFP+ MAC1+ %: 3.0

How did OCCC1CN(Cc2cc3c(cc2Cl)OCO3)CCN1Cc1ccccc1 (stereo not drawn) do in these assays?
Insulin prom up: -0.45; PMI inhibitors: 7%; T cell HTS: inactive; Myeloid diff MLP: inactive; b-catenin transl: -2.0; MT stabilizer: 2.6; Dynein transport: -0.55; Lipid droplet: -2; TNAP activation fold: 1; Dynein transport cytoplasmic EGFP: -0.2; Dynein transport nuclear GR-EGFP: -0.19; Dynein transport cell count: 0.29; Insulin prom up cell count: 1336; Lipid droplet cells 6.5 µM: 650; b-catenin transl cell count 5 µM: 1087; T cell HTS vesicle-bound %: 4; MT stabilizer Hoechst-high %: 1.4; MT stabilizer cytotoxicity %: 4.3; Myeloid diff MLP GFP+ MAC1+ %: 0.4

Results for CCNc1nc(N2CCCCC2)nc(-n2nnc(C(=O)OCC)c2C)n1 ?
Insulin prom up: -1.1; PMI inhibitors: 19%; T cell HTS: inactive; Myeloid diff MLP: inactive; MT stabilizer: 3.0; Dynein transport: 0.78; Lipid droplet: 3; TNAP activation fold: 1.1; Dynein transport cytoplasmic EGFP: -0.1; Dynein transport nuclear GR-EGFP: 0.91; Dynein transport cell count: -0.69; Insulin prom up cell count: 1254; Lipid droplet cells 6.5 µM: 680; T cell HTS vesicle-bound %: 11; MT stabilizer Hoechst-high %: 1.8; MT stabilizer cytotoxicity %: 4.3; Myeloid diff MLP GFP+ MAC1+ %: 1.7

What do the screens show for `COc1ccc(/C=N/Nc2nc(N3CCCC3)nc(N3CCCC3)n2)cc1O`?
Insulin prom up: -1.1; PMI inhibitors: -10%; T cell HTS: inactive; Myeloid diff MLP: inactive; b-catenin transl: -1.2; MT stabilizer: 3.4; Dynein transport: 0.036; TNAP activation fold: 1; Dynein transport cytoplasmic EGFP: -0.063; Dynein transport nuclear GR-EGFP: -0.59; Dynein transport cell count: -1.8; Insulin prom up cell count: 1552; b-catenin transl cell count 5 µM: 1375; T cell HTS vesicle-bound %: 31; MT stabilizer Hoechst-high %: 2.4; MT stabilizer cytotoxicity %: 7.0; Myeloid diff MLP GFP+ MAC1+ %: 0.7
